# TcdB GH inh – blocks C. difficile toxin B glycohydrolase activity; P18177; TcdB glycohydrolase enzymatic assay, plate reader; AID 652162; inhibition, % at 9.99 µM; hit rate 0.24% among 350,000; in the data active means inhibition above about 10%
# Numbers without * were called inactive.
no.	Molecule	TcdB GH inh
1	C[C@@H]1CN([C@H](C)CO)C(=O)Cc2cc(NC(=O)Nc3cccc4ccccc34)ccc2O[C@H]1CN(C)C	1.3
2	C/C=C/c1ccc([C@H]2[C@@H](CO)N(C(=O)CN(C)C)[C@H]2CNC(=O)CC)cc1	-0.8
3	C[C@H](NC(=O)[C@H]1[C@H](CO)[C@H]2Cn3c(ccc(-c4ccccc4)c3=O)[C@@H]1N2C)c1ccccc1	-0.1
4	COC(=O)[C@]12C[C@H](CC(=O)N3CCN(C(=O)c4ccco4)CC3)C(=O)N(Cc3ccc4c(c3)OCO4)C1=C[C@H](COCc1ccccc1)O[C@@H]2C	0.1
5	C[C@H]1CN([C@@H](C)CO)C(=O)c2cccc(NS(=O)(=O)c3ccccc3)c2O[C@@H]1CN(C)Cc1ccc(C(=O)O)cc1	-0.2
6	CCCNC(=O)C[C@@H]1CC[C@@H]2[C@@H](COc3ccc(NC(=O)C4CCOCC4)cc3C(=O)N2C)O1	-0.5
7	C[C@@H]1CN([C@@H](C)CO)C(=O)c2cc(C3=CCCC3)cnc2O[C@H]1CN(C)C(=O)C1CCCCC1	-0.7
8	CO[C@H]1CN(C)C(=O)c2cc(NS(=O)(=O)c3ccccc3C)ccc2OC[C@@H](C)NC[C@H]1C	0.2
9	COc1ccccc1C#Cc1ccc([C@@H]2[C@H](CO)N3CCCCN(CCC(F)(F)F)C[C@@H]23)cc1	0.7
10	CC(C)NC(=O)Nc1ccc2c(c1)C(=O)N([C@H](C)CO)C[C@@H](C)[C@@H](CN(C)CC1CCCCC1)OCCCC[C@H](C)O2	0.1
11	COCC(=O)N1CC[C@H]2[C@@H]1c1cc(-c3cccc(F)c3)ccc1N(C)[C@H]2CO	1.5
12	C[C@@H]1CN([C@H](C)CO)C(=O)c2cccc(NC(=O)Nc3ccc(C(F)(F)F)cc3)c2O[C@H]1CN(C)Cc1ccncc1	0.4
13	COc1ccc(S(=O)(=O)Nc2ccc3c(c2)C(=O)N([C@H](C)CO)C[C@H](C)[C@H](CN(C)S(=O)(=O)c2cn(C)cn2)OCCCC[C@H](C)O3)cc1	-0.1
14	O=C(C1CCOCC1)N1CC(=O)N2[C@H](CO)[C@@H](c3ccc(-c4ccccc4F)cc3)[C@@H]2C1	1.4
15	COCCNC(=O)C[C@H]1CC[C@@H]2[C@H](COC[C@H](O)CN2C(=O)Nc2ccccc2OC)O1	-3.1
16	COc1ccc2c3c(n(C)c2c1)[C@@H](CO)NCC31CN(C(=O)c2cccc(F)c2)C1	-2.1
17	COCC(=O)Nc1ccc2c(c1)OC[C@@H](C)N(CCc1ccccc1)C[C@@H](C)[C@H](OC)CN(C)C2=O	0.6
18	Cc1ccc(NC(=S)Nc2ccc(-c3nnc4n3CCCCC4)cc2)cc1C	1.7
19	O=C(C[C@@H]1CC[C@H]2[C@@H](COC[C@@H](O)CN2Cc2ccc(Oc3ccccc3)cc2)O1)N1CCCCC1	-0.2
20	COc1cccc(NC(=O)N[C@@H]2C=C[C@H](CC(=O)NCc3ccccn3)O[C@H]2CO)c1	-0.7
21	N#C[C@H]1[C@H](c2ccc(-c3ccccc3F)cc2)[C@@H](CO)N1C(=O)c1ccccn1	-1.2
22	COCC(=O)Nc1ccc2c(c1)OC[C@H](C)N(C(=O)c1cccnc1)C[C@H](C)[C@@H](OC)CN(C)C2=O	0.0
23	CNC[C@@H]1OCCCC[C@@H](C)Oc2ccc(NC(=O)c3ccccc3)cc2C(=O)N([C@H](C)CO)C[C@H]1C	0.3
24	C/C=C/c1ccc([C@@H]2[C@H](CO)N(C(=O)C3CCC3)C23CN(S(=O)(=O)CC)C3)cc1	-1.6

# Reprinted at random: 6 compounds from above.
no.	Molecule	TcdB GH inh
9	COc1ccccc1C#Cc1ccc([C@@H]2[C@H](CO)N3CCCCN(CCC(F)(F)F)C[C@@H]23)cc1	0.7
17	COCC(=O)Nc1ccc2c(c1)OC[C@@H](C)N(CCc1ccccc1)C[C@@H](C)[C@H](OC)CN(C)C2=O	0.6
5	C[C@H]1CN([C@@H](C)CO)C(=O)c2cccc(NS(=O)(=O)c3ccccc3)c2O[C@@H]1CN(C)Cc1ccc(C(=O)O)cc1	-0.2
16	COc1ccc2c3c(n(C)c2c1)[C@@H](CO)NCC31CN(C(=O)c2cccc(F)c2)C1	-2.1
11	COCC(=O)N1CC[C@H]2[C@@H]1c1cc(-c3cccc(F)c3)ccc1N(C)[C@H]2CO	1.5
6	CCCNC(=O)C[C@@H]1CC[C@@H]2[C@@H](COc3ccc(NC(=O)C4CCOCC4)cc3C(=O)N2C)O1	-0.5

# Next section:
no.	Molecule	TcdB GH inh
25	CCC(=O)N(C)C[C@H]1Oc2cc(C#CCOC)ccc2S(=O)(=O)N([C@H](C)CO)C[C@@H]1C	7.8
26	CCCNC(=O)[C@@H]1[C@@H](CO)[C@@H]2Cn3c(ccc(C4=CCCCC4)c3=O)[C@H]1N2CC	0.0
27	COCC#Cc1cnc2c(c1)C(=O)N([C@@H](C)CO)C[C@H](C)[C@H](CN(C)C(=O)Nc1cccc(F)c1)O2	1.5
28	C[C@@H]1CN([C@@H](C)CO)S(=O)(=O)c2ccc(-c3cccc(C(=O)N(C)C)c3)cc2O[C@H]1CN(C)Cc1ccc2c(c1)OCO2	-0.2
29	OC(c1ccccc1)(c1ccccc1)C1CCN(CCCOc2ccccn2)CC1	0.2
30	Cc1noc(C)c1NC(=O)Nc1ccc2c(c1)C(=O)N([C@H](C)CO)C[C@@H](C)[C@H](CN(C)C(=O)Nc1ccc(C(F)(F)F)cc1)OCCCC[C@@H](C)O2	0.1
31	C=CCN1[C@@H](C)[C@H](c2ccccc2)Oc2cccc(NCC(C)C)c2S1(=O)=O	-0.5
32	C[C@@H]1CCCCO[C@H](CN(C)C(=O)c2ccccc2)[C@H](C)CN([C@@H](C)CO)C(=O)c2cc(NS(C)(=O)=O)ccc2O1	0.9
33	CNC[C@H]1Oc2ncc(C#CCC3CCCC3)cc2C(=O)N([C@H](C)CO)C[C@H]1C	-1.1
34	C[C@@H]1CCCCO[C@H](CN(C)C(=O)Nc2cccc3ccccc23)[C@@H](C)CN([C@@H](C)CO)C(=O)c2cc(NC(=O)c3ccncc3)ccc2O1	0.1
35	CCC(=O)N1C[C@@H]2[C@H](c3ccccc31)[C@H](CO)N2Cc1ccc(F)cc1	0.1
36	C/C=C/c1ccc([C@@H]2[C@@H](CO)N(Cc3ccccn3)[C@H]2CNC(C)=O)cc1	-0.9
37	COc1cccc(NC(=O)Nc2ccc3c(c2)C(=O)N(C)C[C@@H](OC)[C@H](C)CN[C@H](C)CO3)c1	0.6
38	CN1C(=O)c2cc(NC(=O)c3ccccc3Cl)ccc2OC[C@H]2O[C@H](CC(=O)O)CC[C@@H]21	1.0
39	COc1ccccc1NC(=O)N1C[C@@H](O)COC[C@@H]2O[C@@H](CC(=O)NCc3ccccc3)CC[C@H]21	-0.5
40	O=C(C1CC1)N1CC(=O)N2[C@@H](CO)[C@@H](c3ccc(-c4cccnc4)cc3)[C@@H]2C1	1.8

# Part of the list above in order of SMILES length, smallest number first.
no.	Molecule	TcdB GH inh
35	CCC(=O)N1C[C@@H]2[C@H](c3ccccc31)[C@H](CO)N2Cc1ccc(F)cc1	0.1
38	CN1C(=O)c2cc(NC(=O)c3ccccc3Cl)ccc2OC[C@H]2O[C@H](CC(=O)O)CC[C@@H]21	1.0
34	C[C@@H]1CCCCO[C@H](CN(C)C(=O)Nc2cccc3ccccc23)[C@@H](C)CN([C@@H](C)CO)C(=O)c2cc(NC(=O)c3ccncc3)ccc2O1	0.1

# (more compounds)
no.	Molecule	TcdB GH inh
41	COCC#Cc1ccc2c(c1)O[C@H](CN(C)C(=O)c1ccccc1)[C@H](C)CN([C@@H](C)CO)S2(=O)=O	1.5
42	C[C@@H]1CN([C@H](C)CO)C(=O)c2ccccc2-c2ccccc2CO[C@@H]1CN(C)C(=O)Nc1ccc(F)cc1	-2.4
43	CN(C)C(=O)c1cccc(-c2ccc([C@@H]3[C@H](CO)N4C(=O)CN(C(=O)C5CC5)C[C@@H]34)cc2)c1	0.8
44	CN(C)C(=O)C[C@@H]1C[C@H]2c3cc(NC(=O)c4ccc5c(c4)OCO5)ccc3O[C@H]2[C@H](CO)O1	1.4
45	CCCC(=O)Nc1ccc2c(c1)OC[C@H](C)N(Cc1cncnc1)C[C@@H](C)[C@H](OC)CN(C)C2=O	0.1
46	CN(C)CC(=O)N1[C@H](C(=O)NC2CCC2)[C@@H](CO)[C@@H]2Cn3c(ccc(-c4ccc(F)cc4)c3=O)[C@@H]21	-0.5
47	C[C@H]1CN([C@@H](C)CO)S(=O)(=O)c2ccc(C#CC3CC3)cc2O[C@@H]1CN(C)C(=O)C1CC1	-0.7
48	O=S(=O)(N[C@@H]1CC[C@@H](CCn2cc(-c3ccccc3F)nn2)O[C@@H]1CO)c1ccc(F)cc1	-4.9
49	CCNC(=O)C[C@@H]1CC[C@H]2[C@@H](COc3ccc(NC(=O)Nc4c(C)noc4C)cc3C(=O)N2C)O1	-0.9
50	CCCNC(=O)Nc1ccc2c(c1)OC[C@H](C)N(Cc1ccc(-c3ccccn3)cc1)C[C@@H](C)[C@@H](OC)CN(C)C2=O	0.8
51	COc1ccc(NC(=O)Nc2ccc3c(c2)C(=O)N([C@H](C)CO)C[C@@H](C)[C@H](CN(C)C(=O)Nc2ccccc2)O3)cc1	-2.0
52	C[C@H](CO)N1C[C@H](C)[C@H](CN(C)Cc2ccc3c(c2)OCO3)OCCCC[C@H](C)Oc2ccc(NC(=O)C3CCCCC3)cc2C1=O	-0.3
53	Cc1ccccc1-c1ccc([C@@H]2[C@H](CO)N3C(=O)CN(C(=O)NC4CCCC4)C[C@@H]23)cc1	0.1
54	CC(=O)N[C@H]1CC[C@@H](CCNC(=O)C2CCCC2)O[C@H]1CO	-0.1
55	CCc1nc(N2[C@H](C#N)[C@@H](c3ccccc3-c3ccccc3F)[C@@H]2CO)sc1C	-0.6
56	CCCN(C)C[C@H]1Oc2cc(-c3cccnc3)ccc2S(=O)(=O)N([C@@H](C)CO)C[C@H]1C	-0.3
57	COCC(=O)N1CC2(C1)[C@@H](c1ccc(C3=CCCC3)cc1)[C@H](CO)N2C(=O)COC	0.2
58	COCC#Cc1ccc([C@@H]2[C@H](C#N)N(C(=O)Cc3ccccc3)[C@H]2CO)cc1	-0.3
59	CCNC(=O)[C@@H]1[C@@H](CO)[C@@H]2Cn3c(ccc(-c4ccccc4F)c3=O)[C@H]1N2CC1CC1	0.9
60	CO[C@H]1CN(C)C(=O)c2ccc(NC(=O)C3CC3)cc2OC[C@@H](C)N(Cc2ccncc2)C[C@H]1C	-0.1
61	CNC[C@@H]1Oc2c(NS(=O)(=O)c3ccc(F)cc3)cccc2C(=O)N([C@@H](C)CO)C[C@@H]1C	-1.3
62	C[C@H]1CN([C@@H](C)CO)C(=O)c2cccc(NS(=O)(=O)c3cccs3)c2O[C@H]1CN(C)Cc1ccc2c(c1)OCO2	-1.6
63	C[C@H](CO)N1C[C@H](C)[C@@H](CN(C)Cc2ccc(C(=O)Nc3ccccc3N)cc2)Oc2ccc(NC(=O)C3CC3)cc2C1=O	0.6
64	C[C@@H]1CN([C@@H](C)CO)C(=O)c2cc(NC(=O)CCCN(C)C)ccc2O[C@@H](C)CCCCO[C@@H]1CN(C)Cc1ccc2c(c1)OCO2	-1.2
65	COc1ccc(NC(=O)N2CC(=O)N3[C@H](CO)[C@H](c4ccc(/C=C/c5ccccc5)cc4)[C@H]3C2)cc1	0.7
66	C[C@@H]1CN([C@H](C)CO)C(=O)c2cc(NC(=O)Nc3ccc(F)cc3)ccc2O[C@H]1CN(C)C(=O)Nc1cccc2ccccc12	-0.3
67	COc1cccc(-c2cc(CNC(=O)[C@H]3O[C@@H](n4cnc(C(N)=O)n4)[C@H](O)[C@@H]3O)no2)c1	-2.1
68	O=C(C[C@H]1CC[C@H]2[C@@H](COC[C@H](O)CN2Cc2cccc(Cl)c2)O1)NCc1cccc(F)c1	-1.0
69	O=C(Nc1ccc(F)cc1)N1C[C@@H]2[C@H](c3ccccc31)[C@H](CO)N2C(=O)c1cccnc1	0.1
70	COc1ccccc1C(=O)N1C[C@@H]2[C@H](c3ccccc31)[C@H](CO)N2C(=O)C1CCOCC1	-0.5
71	C[C@@H]1CN([C@H](C)CO)C(=O)c2cc(-c3cccc(F)c3)cnc2O[C@H]1CN(C)S(C)(=O)=O	-0.8
72	CO[C@@H]1CN(C)C(=O)c2ccc(NC(=O)Nc3ccc(Cl)cc3)cc2OC[C@@H](C)N(C(=O)Nc2c(C)noc2C)C[C@@H]1C	-0.2
73	CC(C)CC#Cc1ccc([C@@H]2[C@@H](CO)N3CCCCN(C(=O)c4ccc5c(c4)OCO5)C[C@H]23)cc1	1.1
74	CC(C)CC#Cc1ccc([C@H]2[C@H](CO)N3C(=O)CN(C(=O)c4ccc5c(c4)OCO5)C[C@@H]23)cc1	0.2
75	C[C@H](O)C#Cc1ccc([C@@H]2[C@H](CO)N3CCCCN(CC4CCOCC4)C[C@@H]23)cc1	-0.7
76	CC(=O)N(C)C[C@H]1Oc2cc(C#CC3(O)CCCC3)ccc2S(=O)(=O)N([C@@H](C)CO)C[C@H]1C	-1.2
77	CCCN(C)C[C@H]1Oc2cc(C#Cc3ccccc3F)ccc2S(=O)(=O)N([C@@H](C)CO)C[C@H]1C	0.2
78	C[C@@H]1CN([C@@H](C)CO)C(=O)c2cc(C3=CCCCC3)cnc2O[C@@H]1CN(C)Cc1cccnc1	-0.2
79	C[C@H](CO)N1C[C@H](C)[C@@H](CN(C)S(=O)(=O)c2ccc(F)cc2)Oc2c(NS(=O)(=O)c3cccs3)cccc2C1=O	-1.0
80	Cc1cccc(S(=O)(=O)N2C[C@@H]3[C@H](c4ccccc42)[C@H](CO)N3Cc2ccccn2)c1	-0.1
81	COc1ccccc1-c1cnc2c(c1)C(=O)N([C@H](C)CO)C[C@H](C)[C@@H](CN(C)CC1CCCC1)O2	-0.1
82	CCCC(=O)Nc1ccc2c(c1)OC[C@@H](C)N(C(=O)Cc1ccccn1)C[C@@H](C)[C@H](OC)CN(C)C2=O	1.1
83	O=C(Cc1c[nH]c2ccccc12)Nc1ccc(Nc2cccnc2)cc1	2.2
84	C[C@@H](O)C#Cc1ccc([C@@H]2[C@@H](CO)N3CCCCN(S(=O)(=O)c4ccccc4)C[C@@H]23)cc1	-0.4
85	CN(C)C(=O)c1cccc(-c2ccc([C@@H]3[C@@H](CO)N4CCCCN(C(=O)C5CCC5)C[C@@H]34)cc2)c1	-0.5
86	C[C@@H]1CCCCO[C@@H](CN(C)CC2CCCCC2)[C@H](C)CN([C@H](C)CO)C(=O)c2cc(NC(=O)c3ccccc3)ccc2O1	-2.4

# From PubChem BioAssay

# An excerpt (hit frequency here may not be typical).
